High-throughput results as filed in PubChem BioAssay.
Autophagy mod = alters autophagy in cells. AID 463193. calls only at 10 µM (by protocol). 0.98% of 190,000 active. MEF GFP-LC3 puncta imaging; test concentration mostly 10 µM;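 active = percentage of spot-positive cells more than 3 SD above its plate mean, without a fluorescence outlier flag or 80% toxicity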;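 also: spot-positive cell cutoff set from DMSO-treated cells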
CSM14.1 death rescue = protection against thapsigargin-triggered cell killing – 384-well, CSM14.1, ATP luminescence, primary screen (AID 1222); CSM14.1 thapsigargin-induced death rescue, ATP luminescence; higher % means a stronger effect; cellular ATP content (survival), % at 20 µM; hits with a dose series show EC50 in µM; 190,000 tested, under 10 active;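 active = EC50 below 50 µM in the dose-response confirmation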;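 also: death triggered by thapsigargin at about 15 µM added after 2 h compound pretreatment; cell ATP read after overnight thapsigargin exposure of roughly 18 to 22 hours; normalized against plate controls of thapsigargin alone and 5% DMSO vehicle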
Dynein cargo inh = dynein cargo transport inhibition; 3617.4 mouse cells, GR-EGFP nuclear translocation imaging; test concentration mostly 20 µM; stimulated with dexamethasone, 1 µM; hits give low values; z-score, hits read low; 0.47% of 220,000 active; AID 1381;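 active = plate z-score of nuclear minus cytoplasmic receptor signal below a set negative limit, without overly bright fluorescence or cell loss, cut at about -3.5 in these data, passing the limit was not always enough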;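 also: z-score of nuclear minus cytoplasmic ring GR-EGFP intensity difference per well; some compounds called inactive have numbers as strong as hits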
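Buffer or medium: tet-free, stripped-serum medium; reagent: dexamethasone at 1.0 µM final, 30 min; incubation: 48 h induction, 1 h compound, 30 min dex at 37 °C; measured by: formaldehyde fixation, Hoechst nuclear stain, 10x automated fluorescence imaging; read-out: nuclear-to-cytoplasmic GR-EGFP distribution per well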
T cell HTS = modulates CD8 T cell binding to vesicles. 2C CD8+ T cell-vesicle binding, flow cytometry; hits give low values. calls only at 7 µM. 0.068% of 330,000 active;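 active = response, share of CD8 T cells binding vesicles, and their 90th percentile fluorescence all below set limits, cut at about 80% in these data, passing the limit was not always enough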
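Material: 2C TCR transgenic mouse naive CD8+ T cells, MACS-purified. Also added: QL9-charged Drosophila Ld/ICAM-1/B7-1 vesicles. Timing: binding 1.5 h at 37 °C. Measured by: high-throughput flow cytometry with anti-B7-1 and anti-CD8 staining. Read-out: percent CD8+ FL2 mean versus row control. Controls: Unloaded micro-vesicles (low), QL9 vesicles with 0.7% DMSO (high).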
bCat nuc transl = alters nuclear translocation of beta-catenin in HeLa cells; 0.3% of 190,000 active; nuclear translocation activity, % at 5 µM; AID 1665; immunofluorescence imaging;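 active = nuclear translocation activity above 50% at 5 µM, with a well cell count of 50 or more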;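 also: per-cell ratio of nuclear to cytoplasmic median beta-catenin stain intensity; plate controls were DMSO negative control for no effect and GSK-3 inhibitor IX positive control for full effect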
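Read-out: Nuclear/cytoplasmic beta-catenin signal ratio, % activation | Assay system: Human HeLa cell line | Times: 24 h compound exposure at 37°C, 5% CO2 | Signal: Fluorescence imaging of beta-catenin antibody stain plus DAPI | Dosing: 5 µM primary, 0.02–20 µM confirmation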
PhoP inhibition = PhoP-dependent GFP reporter repression – Salmonella Typhimurium, primary screen (AID 1863); S. Typhimurium PhoP-regulated promoter GFP reporter, 4 h; higher % means a stronger effect; 0.16% of 300,000 active; inhibition, % at 50 µM; hits with a dose series show IC50 in µM;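 active = inhibition over 29.93%, a cutoff 3 SD above the screen mean, later confirmed by dose response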;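 also: 0% = low Mg2+ inducing control and 100% = high Mg2+ repressing control; strong numbers were not always called active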
Ins promoter up = MIN6 insulin promoter up-regulation. MIN6 insulin promoter-GFP reporter, high-content imaging; hits give high values. z-score at 5 µM. 0.3% of 190,000 active. AID 1625;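 active = z-score above 3 at 5 µM with at least 500 cells counted in the well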
Lipid droplet = modulators of hepatic lipid droplet formation | AML12 mouse hepatocytes, oleate lipid droplets, BODIPY imaging | inhibition, % at 6.5 µM | 0.4% of 240,000 active | AID 1656;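 active = lipid droplet intensity inhibited by at least 50%, with more than 500 cells counted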
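Assay system: AML12 mouse liver cells | Compound dosing: One dose, 6.5 µM compound | Read-out basis: Droplet intensity reduction, % inhibition | Measured by: Fluorescence imaging, 20x objective, two fields per well | Schedule: Overnight treatment with compound plus oleate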
MT stabilizer = microtubule stabilizers in HeLa cells | HeLa tubulin immunostaining HCS, 24 h; share of cells brighter than vehicle mean+2SD | % tubulin-high responders, % at 10 µM | 0.83% of 200,000 active;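 active = plate Z-score above 3 for both tubulin-high and condensed-nucleus cell shares, with cell loss under 80%, at 10 µM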;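 also: anti alpha tubulin signal scored within the nucleus-defined area of each cell; some results filed as inactive read as strong as hits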
Dynein cargo inh cytoplasmic EGFP = recorded beside Dynein cargo inh, whose call it bears; z-score; measured here: cytoplasmic GR-EGFP intensity; hits give high values
Dynein cargo inh nuclear GR-EGFP = recorded beside Dynein cargo inh, whose call it bears; z-score; measured here: nuclear GR-EGFP intensity;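 lower value marks the stronger effect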
Dynein cargo inh cell count = second read-out of Dynein cargo inh, no call of its own (marks repeat the call); z-score; measured here: cell count per field
Ins promoter up cell count = second read-out of Ins promoter up, no call of its own (marks repeat the call); cell count; measured here: cytotoxicity, nuclei count;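 total cells summed across four imaged fields per well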
Lipid droplet cells 6.5 µM = further read-out of Lipid droplet, marked with its call; cell count; measured here: cell count, cytotoxicity flag;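 cells counted across two imaged fields per well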
bCat nuc transl cell count 5 µM = also measured in bCat nuc transl; calls as there; cell count; measured here: cell count, cytotoxicity flag
T cell HTS vesicle-bound % = further read-out of T cell HTS, marked with its call; double positive events, %; measured here: CD8+ vesicle-bound cell fraction;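 binding gate set so that unloaded-vesicle control wells show 10% double positive cells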
MT stabilizer Hoechst-high % = second read-out of MT stabilizer, no call of its own (marks repeat the call); % Hoechst-high responders; measured here: nuclear condensation Hoechst responders;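 share of cells brighter than vehicle mean plus two SD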
MT stabilizer cytotoxicity % = also measured in MT stabilizer; calls as there; toxicity, %; measured here: cytotoxicity by cell density;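 0% = mean cell density of plate MIN control wells and 100% = no cells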
Autophagy mod cell loss 18 h = further read-out of Autophagy mod, marked with its call; toxicity, %; measured here: cell loss, nuclei count;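 cell loss after 18 h compound exposure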
Starred values were filed as active, the others as inactive; i = inactive; x = no result given; + = active, no number.

SMILES,bCat nuc transl,MT stabilizer Hoechst-high %,MT stabilizer cytotoxicity %,Lipid droplet cells 6.5 µM,CSM14.1 death rescue,Autophagy mod cell loss 18 h,T cell HTS vesicle-bound %,Autophagy mod,T cell HTS,Lipid droplet,MT stabilizer,Ins promoter up cell count,Dynein cargo inh,Ins promoter up,Dynein cargo inh cytoplasmic EGFP,Dynein cargo inh nuclear GR-EGFP,PhoP inhibition,Dynein cargo inh cell count,bCat nuc transl cell count 5 µM
CSCc1cc(N(C)C)nc(SCc2ccc(Cl)cc2Cl)n1,4.6,0.9,6.6,x,-1.4%,-1,36,i,i,x,1.4,1344,-0.21,-1.4,-0.2,-0.3,-5%,0.64,1392
CCOc1cc(NC(=S)NCCOC)c(OCC)cc1NC(=O)c1ccco1,1.2,1.0,1.8,732,0.9%,-5,33,i,i,-18,1.8,1379,1.3,-1.2,-0.15,1.2,3%,-1.3,1445
O=C(O)c1ccccc1CSc1ccccn1,-3.7,2.6,8.2,708,x,-10,61,i,i,15,3.2,1381,-0.03,-0.16,-0.2,0.04,-22%,0.37,1065
COc1ccccc1C(=O)NCC(=O)OCc1csc(-c2ccccc2)n1,0.0,3.1,3.8,610,3.4%,-47,40,i,i,-2,2.1,1457,-0.54,-0.41,-0.34,-0.58,-6%,0.75,1026
COc1ccc(CCNC(=O)CSc2nnnn2-c2ccccc2)cc1,-1.3,3.1,8.3,x,-0.1%,-7,14,i,i,x,2.2,1367,1.2,0.31,-0.17,1.2,5%,-0.45,1187
CCn1c(C)csc1=NC(=O)c1ccccc1,-0.9,1.6,10,x,-0.5%,-8,18,i,i,x,1.4,1512,-0.41,0.92,-0.24,-0.11,-1%,0.49,866
Cc1cccc(C(=O)NC2=NCCS2)c1,0.0,2.2,11,691,-1.9%,-2,41,i,i,-8,2.2,1367,-0.38,0,-0.29,-0.34,-7%,0.87,1084
CC1CCCCC1NC(=O)c1ccc(S(=O)(=O)NNC(=O)c2ccncc2)cc1 (stereo unspecified),-0.5,x,x,653,x,x,44,x,i,-10,x,916,-0.21,-0.52,-0.14,0.36,-10%,-0.077,1249
c1ccc(-c2noc(-c3ccc4c(c3)OCO4)n2)nc1,-3.5,4.4,8.5,700,-6.4%,-15,29,i,i,-3,2.3,1872,0.39,0.56,-0.11,0.39,-10%,-0.4,1170
COCCCn1c2nc3ccccc3nc2c2c(=O)n(-c3ccccc3OC)cnc21,x,1.2,21,722,-3.0%,-6,45,i,i,2,1.7,1326,-0.55,-0.99,-0.17,-0.15,4%,-0.58,x
COc1cc(C(=O)Nc2cccc(-c3nncn3C)c2)cc(OC)c1OC,-0.1,1.8,8.8,624,x,-4,7,i,i,-4,4.3,1331,1.1,-1.8,-0.22,-0.37,-3%,0.18,1109
COc1ccccc1C(=O)NC(C)C(c1cccs1)N1CCOCC1 (stereo unspecified),x,1.6,3.5,670,x,28,34,i,i,10,2.9,1328,-0.46,-0.2,-0.14,0.075,1%,0.57,x
O=C(NCc1ccco1)c1ccc(NC(=O)C2COc3ccccc3O2)cc1 (stereo unspecified),x,2.0,4.8,750,3.7%,-11,48,i,i,-8,3.6,1316,-0.057,0.22,-0.25,0.011,-3%,0.93,x
CC(C)CC(COCc1cccc(Cl)c1)N1CCN(C(=O)c2ccc(C(F)(F)F)cc2)CCC1=O (stereo unspecified),x,3.0,14,711,1.1%,-5,23,i,i,-27,3.0,x,-0.58,x,1.6,0.25,3%,0.59,x
COc1ccc(/C=C/CN2CCN(Cc3ccc(C)cc3)C(CCO)C2)cc1 (stereo unspecified),0.1,2.0,4.3,676,4.8%,30,22,i,i,6,6.0,1274,-0.14,-0.48,-0.33,-0.62,-2%,-0.6,1120
CSc1nnc([C@H](Cc2c[nH]c3ccccc23)NC(=O)OC(C)(C)C)o1,2.3,x,x,728,x,x,43,x,i,-8,x,1088,2.8,0.01,-0.22,1.9,-2%,-1.5,1319
CCn1c(=N)n(CC(O)c2ccccc2)c2ccccc21 (stereo unspecified),0.7,1.2,8.9,766,5.3%,-1,6,i,i,2,1.7,993,-0.41,-0.9,0.12,-0.23,12%,0.034,1124
COc1ccc(NC(=O)Cn2c3ccccc3c3nc4n(c(=O)c32)CCS4)cc1,-4.4,2.1,9.5,698,0.0%,7,49,i,i,4,3.4,1232,0.23,0.04,-0.17,-0.12,1%,-0.35,1133
CCOC(=O)C1CCCN(C(=O)c2sc3nc(-c4ccc(OC)cc4)cn3c2C)C1 (stereo unspecified),x,1.4,4.5,x,1.6%,3,18,i,i,x,1.1,x,-0.39,x,-0.19,-0.058,-2%,-0.14,x
CCOc1ccccc1C1CC(=O)NC(SCC(=O)Nc2nccs2)=C1C#N (stereo unspecified),2.6,1.9,4.7,726,-1.7%,-6,34,i,i,-4,1.8,814,-0.12,1.5,-0.21,0.61,-10%,-0.19,1124
N#Cc1c(C(F)(F)F)cc(-c2ccccc2)nc1SCc1nc(N)nc(N2CCOCC2)n1,0.8,x,100,745,0.3%,-5.3*,46,+,i,-13,i,x,-3.8,x,17,1.3,-100%,0.46,861
O=C(CN(CCO)c1ccccc1)NC12CC3CC(CC(C3)C1)C2,0.2,1.3,6.5,x,-0.2%,-3,51,i,i,x,2.5,1090,0.38,1.4,0.34,0.29,10%,-0.92,817
Cc1ccccc1NC(=O)CSc1nnc(Cc2cccn2C)n1-c1ccc(F)cc1,-1.7,2.5,6.2,710,x,x,67,x,i,3,4.0,1507,-0.84,0.25,-0.18,-0.19,-1%,-0.031,1146
C=CCN(c1ccc(C(=O)Nc2ccc(C)c(C)c2)cc1)S(C)(=O)=O,2.5,1.9,5.6,734,-1.4%,10,50,i,i,11,2.1,1174,0.59,-0.58,-0.059,0.68,-15%,-0.79,495
S=C(NCC(c1ccco1)N1CCCC1)Nc1ccccc1 (stereo unspecified),-0.8,2.3,8.7,703,0.0%,-2,47,i,i,16,2.1,1192,-0.99,-0.55,-0.2,-0.78,9%,0.29,1145
Cc1ccc(-c2cc(-c3ccccc3Cl)[nH]n2)c(O)c1,-1.8,3.0,2.4,755,2.3%,24,25,i,i,-10,7.3,1233,-0.15,-0.13,-0.25,-0.29,12%,-1.6,1218
O=C(Nc1ccc(Br)cc1)c1ccc(F)c(S(=O)(=O)N2CCN(c3ccccn3)CC2)c1,-0.3,4.2,0.1,649,-11%,21,16,i,i,9,7.1,986,-0.039,-2.5,-0.24,0.035,-6%,0.62,1096
O=C(CNCC1CCCO1)Nc1ccccc1-n1cccc1 (stereo unspecified),-0.3,1.9,22,778,-2.8%,4,6,i,i,7,1.5,x,-1.1,x,-0.25,-0.22,2%,1,1161
O=C(c1cccs1)N(Cc1cccc(Cl)c1)C1CCS(=O)(=O)C1 (stereo unspecified),-6.8,1.3,11,x,3.5%,42,27,i,i,x,1.6,1291,-0.22,-1.5,-0.22,-0.081,-2%,0.34,924
O=C(Nc1ccc(Oc2ccc(Cl)cc2)cc1)c1ncn[nH]1,0.2,2.3,12,x,3.6%,5,31,i,i,x,2.8,1201,1.3,0.52,-0.11,1.6,-16%,-0.5,1143
Cc1ccc2[nH]c(=O)c(CN(CC3CCCO3)S(=O)(=O)c3cccc4nsnc34)cc2c1 (stereo unspecified),-2.4,2.0,13,761,0.2%,-47,34,i,i,-23,3.2,1215,-1.6,-1.4,-0.063,-0.53,19%,-0.069,1242
COCc1nnc(NC(=O)c2cc(OC)c(OC)cc2[N+](=O)[O-])s1,-2.5,1.5,6.7,663,-0.5%,3,39,i,i,1,3.6,1031,0.68,-0.12,-0.21,1.2,8%,-0.43,577
C#CCOCCOCCOCCNc1nc(N2CCN(C(=O)[C@H](CCC(=O)O)n3cc(C(N)Cc4ccc(O)cc4)nn3)CC2)nc(N2CCN(C(=O)[C@H](CCC(=O)O)n3cc(C(N)Cc4ccc(O)cc4)nn3)CC2)n1 (stereo partly specified),-0.8,1.5,8.0,732,0.3%,5,x,i,x,-13,1.6,1469,0.46,-0.45,-0.29,0.69,0%,-0.75,1156

Entries of single compounds as entered above. Values in the order: bCat nuc transl, MT stabilizer Hoechst-high %, MT stabilizer cytotoxicity %, Lipid droplet cells 6.5 µM, CSM14.1 death rescue, Autophagy mod cell loss 18 h, T cell HTS vesicle-bound %, Autophagy mod, T cell HTS, Lipid droplet, MT stabilizer, Ins promoter up cell count, Dynein cargo inh, Ins promoter up, Dynein cargo inh cytoplasmic EGFP, Dynein cargo inh nuclear GR-EGFP, PhoP inhibition, Dynein cargo inh cell count, bCat nuc transl cell count 5 µM
Shown for `COCc1nnc(NC(=O)c2cc(OC)c(OC)cc2[N+](=O)[O-])s1` : -2.5, 1.5, 6.7, 663, -0.5%, 3, 39, i, i, 1, 3.6, 1031, 0.68, -0.12, -0.21, 1.2, 8%, -0.43, 577
Shown for `S=C(NCC(c1ccco1)N1CCCC1)Nc1ccccc1` (stereo unspecified) : -0.8, 2.3, 8.7, 703, 0.0%, -2, 47, i, i, 16, 2.1, 1192, -0.99, -0.55, -0.2, -0.78, 9%, 0.29, 1145

Compounds as they come (roughly 3% active in at least one column).
